Assay outcomes (PubChem)
BoNT-F LC inh = BoNT/F light chain protease inhibitors, primary screen, biochemical, flow cytometry, MLPCN library; Multiplex microsphere protease cleavage assay; actives 0.22% (n = 360,000); inhibition, % at 10 µM; AID 588497, 2011; Botulinum neurotoxin type F light chain protease (Clostridium botulinum); in the data active = inhibition above about 35%, passing the limit was not always enough; inconclusive = no clear call, values can overlap the other calls; note: plate controls were buffer without enzyme for full effect and enzyme alone for no effect
PrPC surface inh = inhibitors of human cell surface prion protein PrPC, primary screen, cell-based, TR-FRET | actives 0.43% (n = 370,000) | inhibition, % at 13.8 µM | TR-FRET read-out | AID 720596, 2013 | Major prion protein (Homo sapiens), P04156; in the data active = inhibition above about 24%; note: 0% = median of the test wells and 100% = reference compound wells
BioA inh = M. tuberculosis BioA enzyme inhibitors, primary screen, biochemical, plate reader, single point, HTS. purified M. tuberculosis BioA enzyme. inhibition, % at 9.99 µM. actives 0.096% (n = 360,000); in the data active = inhibition above about 40%; inconclusive = no clear call, values can overlap the other calls
Mtb UGM inh = M. tuberculosis UGM enzyme inhibitors, primary screen, biochemical, fluorescence polarization, single point. UDP-galactopyranose mutase (Mycobacterium tuberculosis (strain ATCC 25618 / H37Rv)), …. purified UGM, fluorescence polarization probe displacement. inhibition, % at 10 µM. actives 0.06% (n = 320,000). AID 504406, 2011; in the data active = inhibition above about 10%, passing the limit was not always enough; inconclusive = no clear call, values can overlap the other calls
Target sequence (P9WIQ1 whole entry, looked up): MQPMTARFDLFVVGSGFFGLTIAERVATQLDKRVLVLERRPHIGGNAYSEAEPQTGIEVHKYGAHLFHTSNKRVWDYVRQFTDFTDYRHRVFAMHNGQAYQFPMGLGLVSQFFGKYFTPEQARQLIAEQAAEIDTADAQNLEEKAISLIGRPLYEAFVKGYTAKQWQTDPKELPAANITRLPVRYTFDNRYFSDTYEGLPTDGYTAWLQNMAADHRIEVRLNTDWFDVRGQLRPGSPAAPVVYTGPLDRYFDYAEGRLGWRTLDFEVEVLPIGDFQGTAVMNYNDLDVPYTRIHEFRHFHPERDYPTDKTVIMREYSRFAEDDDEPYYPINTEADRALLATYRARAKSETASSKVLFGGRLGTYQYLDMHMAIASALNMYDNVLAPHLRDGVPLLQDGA
MazF activator = activators of E. coli MazEF toxin-antitoxin RNase, primary screen, biochemical, fluorescence, uHTS; AID 504720, 2011; actives 0.32% (n = 350,000); activation, % at 20 µM; FAM/BHQ RNA-DNA oligo cleavage fluorescence, 5 h; in the data active = activation above about 50%
Target sequence (P0AE70 whole entry, looked up): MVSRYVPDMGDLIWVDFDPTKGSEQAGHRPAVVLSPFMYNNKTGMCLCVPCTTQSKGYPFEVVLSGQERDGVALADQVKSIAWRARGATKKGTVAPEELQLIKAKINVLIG
Rv3671c protease = Rv3671c serine protease inhibitors, primary screen, biochemical, fluorescence polarization, M. tuberculosis H37Rv. P9WHR9. inhibition, % at 5.96 µM. actives 0.048% (n = 320,000). AID 2606, 2010; in the data active = inhibition above about 38%;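 note: extracellular domain of Rv3671c used as enzyme; 0% = enzyme with DMSO and 100% = no enzyme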
Target sequence (P9WHR9 whole entry, looked up, the tested form may be a part): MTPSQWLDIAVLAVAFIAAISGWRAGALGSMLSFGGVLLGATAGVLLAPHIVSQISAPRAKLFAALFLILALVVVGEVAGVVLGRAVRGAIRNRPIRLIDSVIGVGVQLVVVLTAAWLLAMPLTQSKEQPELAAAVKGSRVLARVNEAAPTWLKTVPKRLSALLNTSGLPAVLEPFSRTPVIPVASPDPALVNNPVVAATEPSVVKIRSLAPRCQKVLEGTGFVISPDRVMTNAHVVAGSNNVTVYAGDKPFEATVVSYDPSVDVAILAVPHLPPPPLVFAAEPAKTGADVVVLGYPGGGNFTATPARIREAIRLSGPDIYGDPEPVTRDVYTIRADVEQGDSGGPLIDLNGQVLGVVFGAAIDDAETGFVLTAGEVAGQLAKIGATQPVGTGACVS
FadD28 binding = inhibitors of FadD28 bisubstrate probe binding, primary screen, biochemical, fluorescence polarization, single point; Mycobacterium tuberculosis FadD28 fatty-acid-AMP ligase; inhibition, % at 12.5 µM; AID 588549, 2011; actives 0.22% (n = 360,000); in the data active = inhibition above about 8.5%, passing the limit was not always enough; inconclusive = no clear call, values can overlap the other calls
FBA Mtb inh = Mtb FBA enzyme inhibitors, primary screen, biochemical, fluorescence, strain H37Rv. AID 588726, 2011. inhibition, % at 1 µM. purified M. tuberculosis FBA, fluorescence read-out. actives 2.3% (n = 360,000); in the data active = inhibition above about 27%;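 note: 0% = vehicle and 100% = reference inhibitor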
GDH-TPI inh = GDH-TPI coupling enzyme inhibitors, primary screen, artefact control for M. tuberculosis FBA inhibitor project, biochemical, absorbance, full deck | GDH-TPI coupled enzyme counterscreen, NADH absorbance | inhibition, % at 4.8 µM | actives 1.2% (n = 360,000) | AID 588335, 2011; in the data active = inhibition above about 30%;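 note: 0% = DMSO wells and 100% = wells lacking the enzyme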
Numbers without * were called inactive; ? = inconclusive; . = not tested or not shown; & = joins results of further samples.

compound	PrPC surface inh	FBA Mtb inh	BoNT-F LC inh	GDH-TPI inh	Mtb UGM inh	MazF activator	Rv3671c protease	FadD28 binding	BioA inh
Cc1noc(C)c1S(=O)(=O)N(CC(=O)N1CCCCCC1)c1ccc(C(C)C)cc1	8	2	-4	1	-0.3	5	8	-1.4	-2.1
O=C(CSc1nnc(NC2CCCCC2)s1)NN1C(=O)NC2(CCCCC2)C1=O	-2	-1	-4	3	1.7	1	-10	-2.6	-0.1
CCc1ccccc1NC(=O)CSc1nnc(Cn2cnc3ccccc32)o1	-10	-1	-8	3	1.4	13	-5	-1.3	-1.7
CSc1ccc(S(=O)(=O)Nc2ccc3c(c2)NC(=O)CC3)cc1	14	3	-16	3	0.5	-1	-6	-3.0	.
Cc1ccccc1Cn1nc(C)c(NC(=O)c2cc3n(n2)C(C(F)F)CC(C(F)F)N3)c1C (stereo unspecified)	0	3	-4	2	-0.5	6	13	-1.9	0.8
N#Cc1ccc(C(=O)Nc2cc(S(=O)(=O)N3CCOCC3)ccc2N2CCCC2)cc1	8	5	?	5	0.6	-2	2	-1.6	1.0
CCN(C(=O)CSc1cc(-c2ccccc2)c2ccc(OC)cc2n1)C1CCS(=O)(=O)C1 (stereo unspecified)	16	8	4	-2	-2.1	-6	-25	-8.7	.
O=C(O)C1C2C=CC(C2)C1C(=O)NCc1ccco1 (stereo unspecified)	-2	-7	1	-6	-2.1	0	5	-3.3	-0.9
O=C(C1CCN(S(=O)(=O)c2ccc(Br)s2)CC1)N1CCc2ccccc21	.	2	2	18	0.5	1	-4	-2.6	1.1
O=C(NC(=S)N1CCCCC1CO)c1cccs1 (stereo unspecified)	-4	2	1	14	3.7	1	2	-0.9	-1.4
CCCCCCN1C[C@@H](n2cc(COC(=O)c3ccccc3)nn2)[C@H](O)C[C@@H]1c1ccccc1	-4	3	-1	9	.	-2	.	-1.9	-0.3
COc1ccc(-c2nc3ccc(C(=O)NCC(OC)OC)cc3nc2-c2ccc(OC)c(OC)c2)cc1OC	-55	0	-2	-2	0.9	-3	5	-4.3	12
CC(C)CCc1c(O)nc(SCC(C)C)[nH]c1=O	12	2	-3	-4	-2.0	9	-4	-0.2	0.0
CCCNC(=O)c1cc(C2CCCCN2C(=O)c2ccccc2)on1 (stereo unspecified)	-4	-2	-8	1	.	.	.	-2.5	1.1
CCC(=O)NCCc1c[nH]c2ccccc12	2	1	11	-9	3.3	8	0	0.6	-1.6
CC1=C(C(=O)Nc2ccc(Cl)cc2)C(c2ccncc2)C(C#N)=C(SCC(N)=O)N1 (stereo unspecified)	-3	-2	5	-1	-1.5	6	-5	-3.8	.
CCOc1ccc(CNC(=O)C2CCN(S(=O)(=O)CC)CC2)cc1OC	0	2	-7	4	-3.5	3	4	0.2	-1.4
CNc1oc(C)nc1S(=O)(=O)c1ccc(C)cc1	0	0	4	4	-1.1	3	-6	0.6	-0.2
CC(C)NC(=O)c1cc(-c2ccco2)nn1-c1ccc(Cl)cc1	0	0	6	3	-4.9	14	3	-2.8	5.8
COc1cc(OC)cc(-c2c(C#Cc3ccsc3)c3cc(-c4ccc(C(N)=O)cc4)ccc3n2C)c1	5	32*	-7	3	-0.7	-6	2	-1.1	-2.0
COC(=O)c1c(C)nn(-c2ccc(OC(F)(F)F)cc2)c1-c1snnc1C	12	1	.	8	3.5	-2	4	-0.1	1.7
COc1ccc(OC2C(=O)N(c3cc(C)ccc3C)C2c2ccc(OC)c(OC)c2)cc1 (stereo unspecified)	0	-3	-3	-3	-2.0	0	4	0.3	0.0
O=C(Nc1ccc(F)cc1)c1nn(-c2ccccc2)c(=O)cc1Cl	-9	1	-5	6	.	2	.	-1.8	.
COc1ccc(CCn2nnnc2CN2CCN(C(=O)c3ccco3)CC2)cc1OC	0	0	-4	1	3.1	2	0	-5.1	.
COc1ccccc1N1C(=O)C2C3C=CC(C3)C2C1=O (stereo unspecified)	-2	-1	11	6	-1.4	8	12	-3.9	0.8
CCOc1ccc(N2C(=O)CC(Sc3n[nH]c(-c4ccccc4)n3)C2=O)cc1 (stereo unspecified)	7	-3	1	-1	-0.7	5	-21	0.2	.
COc1ccc(C2Nc3ccccc3C(=O)N2Cc2ccccc2)cc1 (stereo unspecified)	6	39*	5	4	-1.7	13	3	-1.2	3.3
CN(c1ccc(C(=O)N2CCN(Cc3ccc4c(c3)OCO4)CC2)cc1)S(=O)(=O)c1ccccc1	10	0	1	11	1.8	5	4	-1.6	1.0
CCCc1[nH]nc2c1C(c1ccsc1)C(C#N)=C(N)O2 (stereo unspecified)	-8	-1	-4	1	-0.5	1	4	-3.3	.
Cc1c(C=O)c(Cl)n(C)c(=O)c1C#N	-2	5	-4	30	2.5	-89	-124	0.9	.
CCOc1cc(/C=C(\C#N)C(=O)NCC2CCCO2)ccc1O (stereo unspecified)	-11	-22	-4	3	-1.4	-2	4	-5.0	0.7
Cc1ccc(/C=c2\sc3nc(-c4cccnc4)nn3c2=O)cc1	3	1	-12	1	0.9	-4	-11	-2.0	2.3
Cc1cc(C)cc(N2C(=O)CSC2c2cccs2)c1 (stereo unspecified)	0	0	9	-9	3.2	-4	2	-0.4	-0.4
O=C(CCS(=O)(=O)c1cc2c(cc1Cl)NC(=O)CO2)NCCc1ccccc1	-3	2	-3	-4	0.5	13	-1	-1.4	-0.2
O=C(Cc1ccccc1)Nn1cnc2ccccc21	-2	-4	7	4	0.2	2	1	-2.6	-0.3
CC1CC(C)CN(c2cc(=O)n(Cc3ccc(F)cc3)c(=O)[nH]2)C1 (stereo unspecified)	4	-2	0	0	2.3	6	0	-3.8	-5.4
O=C(Nc1cccc([N+](=O)[O-])c1)c1ccc2c(c1)OCCO2	-12	1	-2	1	-1.9	1	-1	-3.5	0.2
CCN(CC)CCN(C(=O)CCS(=O)(=O)c1ccccc1)c1nc2c(C)cc(C)cc2s1	-7	0	-3	4	-3.0	-11	2	-2.8	-0.8
CCOC(=O)C1CCN(Cc2cc(=O)oc3cc(C)c(Cl)cc23)CC1	7	2	10	7	0.4	0	-5	-1.8	3.1
COc1ccc(C(=O)CC(=O)C(=O)NCCc2cccc(C)c2)cc1	4	-1	-6	27	-0.1	8	-8	1.1	.
CC1=Nc2cccc3cccc(c23)N1C	-7	1	-7	14	-1.3	7	-6	-2.1	.
O=C(CCNC(=O)c1ccc([N+](=O)[O-])cc1)NCc1cccs1	-27	0	-4	-7	1.6	2	-1	-0.8	.
Cc1nc(C)c(C(=O)N(c2ccc(C)c(C)c2)C(C(=O)NCc2ccco2)c2ccccc2)s1 (stereo unspecified)	0	0	2	6	4.8	3	-6	0.1	-1.8
COc1ccc(CCNC(=O)c2c(O)c3cccc4c3n(c2=O)CC4)cc1	3	0	-8	5	1.7	4	-1	-2.0	-0.1
Cc1cccc(-n2nnnc2SCC(=O)NCC2(N3CCOCC3)CCCCC2)c1C	2	1	1	3	-2.0	-1	3	-1.8	-1.1
Cc1ccc(NS(=O)(=O)c2cc(C(=O)OCC(=O)NCC3CCCO3)ccc2C)cc1 (stereo unspecified)	6	2	4	13	-0.3	6	3	-1.5	6.0
O=C(O)C1CCN(C(=O)c2scc3c2OCCO3)CC1	7	6	1	0	-0.5	-4	2	-0.3	-0.9
CC(Sc1nnc(C(C)Oc2ccc(F)cc2)o1)C(=O)NCc1ccc2c(c1)OCO2 (stereo unspecified)	10	0	-4	7	.	0	.	-1.1	-0.2
COn1cnnc1-c1ccccc1	1	0	3	12	3.1	-5	-7	1.1	-1.6
COc1ccccc1NC(=O)CSc1nnc(CNC(=O)c2ccco2)n1C	0	-2	-4	-1	1.1	7	6	-1.3	0.5
CCOc1ccccc1NC(=O)CCN1CCN(S(=O)(=O)c2ccc(OC)cc2)CC1	9	5	-33	3	5.9	-11	-2	-1.2	0.1
O=C(Nc1ccccc1N1CCCCC1)c1cccc([N+](=O)[O-])c1	-3	-3	5	3	-1.2	1	2	0.9	.
COc1ccc(NC(=O)c2cnn(-c3ccccc3)c2C)cc1	1	1	-5	8	1.8	1	1	-1.2	7.1
O=C(CNC(=O)C(c1ccccc1)c1ccccc1)OCC(=O)c1cccs1	4	5	1	7	.	-10	-3	-1.5	2.4
C/C(=N\NC(=O)c1cccnc1)c1ccc(C)c([N+](=O)[O-])c1	-8	2	-7	2	-3.7	2	-3	-2.5	.
CCCC[C@H](CN(N=O)[C@@H](Cc1ccccc1)CN(C)N=O)N(CCc1ccccc1)N=O	6	-1	-12	13	1.9	-5	-14	-4.3	0.9
CCCCNc1nc(NC)nc(Cl)c1SC	-4	-1	-4	-6	1.6	-3	1	-4.9	.
N#Cc1cc2c(nc1SCC(=O)Nc1cc(Cl)cc(Cl)c1)C1CCN2CC1	1	0	5	-1	0.6	11	1	0.7	0.4
COC(=O)c1ccc(CS(=O)(=O)c2ccc(C)cc2)o1	-6	2	-1	-1	1.0	-3	-4	-1.2	-0.5
COc1ccc(/C(N)=C/C(=O)C(C)(C)C)cc1	-2	0	-7	29	1.1	-4	4	-0.6	.

The list continues:
compound	PrPC surface inh	FBA Mtb inh	BoNT-F LC inh	GDH-TPI inh	Mtb UGM inh	MazF activator	Rv3671c protease	FadD28 binding	BioA inh
O=C(O)C1=C[C@H](c2ccc(C(F)(F)F)cc2)C[C@H](OCc2ccc(CO)cc2)O1	-6	-3	-2	-3	1.7	-2	-7	-5.3	0.7&0.6
C=CCn1c(SCC(=O)NC2CCCCC2)nc2ccccc2c1=O	8	2	2	4	0.3	3	-10	-2.6	-0.8
Cc1cc(C)c(C)c(S(=O)(=O)N2CCN(c3ccc(O)cc3)CC2)c1C	12	-1	-7	3	-1.3	4	5	0.4	.
CCOc1ccc(N2C(=O)CC(N(CCc3ccc(OC)cc3)C(=O)c3cccc(F)c3)C2=O)cc1 (stereo unspecified)	0	2	-11	7	-1.2	5	-7	-0.6	.
Cc1ccc(N2CC(C(=O)Nc3cccc(F)c3)CC2=O)cc1 (stereo unspecified)	9	-2	-10	-3	-2.6	1	7	-3.0	0.6
Cc1cc(Nc2cccc([N+](=O)[O-])c2)c2ccccc2n1	-13	-1	-1	20	-3.3	1	-7	-1.0	.
CCCCNC(=O)C(CC)Sc1nc2sc(C(=O)OC)c(C)c2c(=O)n1N (stereo unspecified)	-1	3	-2	-4	-2.9	8	-2	-1.3	-1.1

A different layout for part of the listing above:
CCOc1ccc(N2C(=O)CC(N(CCc3ccc(OC)cc3)C(=O)c3cccc(F)c3)C2=O)cc1 (stereo unspecified)
- PrPC surface inh: 0
- FBA Mtb inh: 2
- BoNT-F LC inh: -11
- GDH-TPI inh: 7
- Mtb UGM inh: -1.2
- MazF activator: 5
- Rv3671c protease: -7
- FadD28 binding: -0.6
- BioA inh: .

Cc1ccc(N2CC(C(=O)Nc3cccc(F)c3)CC2=O)cc1 (stereo unspecified)
- PrPC surface inh: 9
- FBA Mtb inh: -2
- BoNT-F LC inh: -10
- GDH-TPI inh: -3
- Mtb UGM inh: -2.6
- MazF activator: 1
- Rv3671c protease: 7
- FadD28 binding: -3.0
- BioA inh: 0.6

Cc1cc(Nc2cccc([N+](=O)[O-])c2)c2ccccc2n1
- PrPC surface inh: -13
- FBA Mtb inh: -1
- BoNT-F LC inh: -1
- GDH-TPI inh: 20
- Mtb UGM inh: -3.3
- MazF activator: 1
- Rv3671c protease: -7
- FadD28 binding: -1.0
- BioA inh: .

CCCCNC(=O)C(CC)Sc1nc2sc(C(=O)OC)c(C)c2c(=O)n1N (stereo unspecified)
- PrPC surface inh: -1
- FBA Mtb inh: 3
- BoNT-F LC inh: -2
- GDH-TPI inh: -4
- Mtb UGM inh: -2.9
- MazF activator: 8
- Rv3671c protease: -2
- FadD28 binding: -1.3
- BioA inh: -1.1

An unsorted share of the library (roughly 4.8% active in at least one column).
